BAZ2B inh: qHTS Assay for Inhibitors of BAZ2B; Bromodomain adjacent to zinc finger domain protein 2B (Homo sapiens), Q9UIF8; AlphaScreen BAZ2B-H3K14Ac peptide displacement; Potency, µM (top dose mostly 114 µM), for inactives: top-dose activity change, negative = inhibition, usual class: inhibitors; 360,000 tested, 4.4% active; AID 504333, 2011; note: potency is the fitted concentration of half-maximal effect; % is set by controls: 0 for no effect and ±100 for the full control effect; nearly all actives have a fitted effect of over 60% in size
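Inhibition is scored as reduced AlphaScreen emission. The BAZ2B/b-H3(5-23)K14Ac complex (50 nM each) in PBS pH 7.4, 0.01% Tween-20 meets compound (up to 110 uM) for 30 min at RT before bead addition.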
JMJD2A Tudor inh: qHTS Assay for Inhibitors of JMJD2A-Tudor Domain | Lysine-specific demethylase 4A (Homo sapiens), O75164 | AlphaScreen JMJD2A-Tudor / H3K4me3 peptide binding | Potency, µM (series often up to 114 µM), inactives show at the top dose activity change, negative = inhibition, hits mostly inhibitors | 390,000 tested, 4.4% active | AID 504339, 2011; note: potency is the fitted concentration of half-maximal effect; % is set by controls: 0 for no effect and ±100 for the full control effect; nearly all actives have a fitted effect of over 50% in size
GLS inhibitor: qHTS for Inhibitors of Glutaminase (GLS); Glutaminase kidney isoform, mitochondrial (Homo sapiens), O94925; GLS enzymatic activity, qHTS titration; Potency, µM (highest dose often 45.5 µM), inactives show top-dose activity change, negative = inhibition, most hits filed as inhibitors; 410,000 tested, 0.21% active; note: potency is the fitted concentration of half-maximal effect; % is set by controls: 0 for no effect and ±100 for the full control effect
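Enzyme dispensed in phosphate buffer (45 mM, pH 8.2, 0.02% Tween-20), compounds pinned in, then 1 mM L-glutamine solution and the glutamate oxidase–HRP–Amplex Red mix added; fluorescence read immediately and again after 30 min at room temperature.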
PI4K2A block: qHTS for small molecular inhibitors of PI4K2A; purified PI4K2A, ADP-Glo luminescence, 1 h; hits give low values; activity change, negative = inhibition, % at 76.9 µM; 420,000 tested, 0.13% active; AID 1346378, 2018; in the data active = activity change below about -50%; inconclusive = mostly about -30% to -49%;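 note: -100% = wells without enzyme as full effect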
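Compounds are screened against recombinant PI4K2A using PI as substrate and ATP, the latter dispensed at 300 microM. Reactions run one hour at ambient temperature before ADP-Glo detection; full inhibition defined by wells lacking enzyme.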
POLH inh: qHTS for Inhibitors of Polymerase Eta | AID 588591, 2011 | recombinant Pol eta, fluorescent DNA replication assay | Potency, µM (titrated, usually from 114 µM), for the others: at the top dose activity change, negative = inhibition, actives largely listed as inhibitors | 390,000 tested, 1.2% active | DNA polymerase eta (Homo sapiens), Q9Y253; note: potency is the fitted concentration of half-maximal effect; % is set by controls: 0 for no effect and ±100 for the full control effect
Target sequence (Q9Y253 whole entry, looked up): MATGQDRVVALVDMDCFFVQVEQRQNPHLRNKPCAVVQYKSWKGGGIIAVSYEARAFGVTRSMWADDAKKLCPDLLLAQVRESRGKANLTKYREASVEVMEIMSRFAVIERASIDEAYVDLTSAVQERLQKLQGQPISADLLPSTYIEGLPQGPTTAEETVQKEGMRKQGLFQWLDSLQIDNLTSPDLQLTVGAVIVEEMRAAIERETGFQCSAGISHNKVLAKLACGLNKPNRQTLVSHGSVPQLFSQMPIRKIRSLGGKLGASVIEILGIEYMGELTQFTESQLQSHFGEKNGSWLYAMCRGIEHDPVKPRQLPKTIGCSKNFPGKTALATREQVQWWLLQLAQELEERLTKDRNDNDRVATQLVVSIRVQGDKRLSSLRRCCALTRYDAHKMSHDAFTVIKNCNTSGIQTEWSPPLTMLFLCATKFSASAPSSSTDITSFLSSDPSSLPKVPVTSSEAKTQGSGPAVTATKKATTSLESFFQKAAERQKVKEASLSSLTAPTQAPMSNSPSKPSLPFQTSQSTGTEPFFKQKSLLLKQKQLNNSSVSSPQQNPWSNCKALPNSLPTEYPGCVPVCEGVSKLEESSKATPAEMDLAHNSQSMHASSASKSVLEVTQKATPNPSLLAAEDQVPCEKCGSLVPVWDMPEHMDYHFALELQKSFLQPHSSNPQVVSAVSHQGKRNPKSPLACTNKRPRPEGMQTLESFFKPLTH
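Fluorescent replication assay: 50 nM final substrate added after a 15 min room-temperature compound preincubation with 10 nM enzyme. Signal taken at 0 min and again at 10 min.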
Pin1 inh: qHTS Assay to Find Inhibitors of Pin1 | Pin1 FP peptide displacement, HiFluor488, 10 min | Potency, µM (top dose mostly 115 µM), without a hit: at the top dose activity, negative = inhibition, usual class: inhibitors | AID 504891, 2011 | 390,000 tested, 0.009% active; active = well fitted inhibition curve with a large enough effect in the polarisation, with a control signal flat, not every such curve was filed as active; inconclusive = small, poorly fitted or top-dose-only effect, or effect the other way, or a change in a side signal; inactive = no such curve, though single readings can be large or run the other way; the % refers to the polarisation; note: potency is the fitted concentration of half-maximal effect; % is set by controls: 0 for no effect and ±100 for the full control effect
Target sequence (Q13526 whole entry, looked up): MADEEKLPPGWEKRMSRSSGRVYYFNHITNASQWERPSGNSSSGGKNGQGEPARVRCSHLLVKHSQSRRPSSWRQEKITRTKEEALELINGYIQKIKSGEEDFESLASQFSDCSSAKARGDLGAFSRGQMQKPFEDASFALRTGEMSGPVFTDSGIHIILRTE
HP1b binding inh: HTS for Inhibitors of HP1-beta Chromodomain Interactions with Methylated Histone Tails; 390,000 tested, 0.56% active; Chromobox protein homolog 1 (Homo sapiens), P83916; AlphaScreen HP1-beta / biotin-H3K9me3 peptide binding; Potency, µM (doses to about 114 µM), for inactives: at the top dose activity change, negative = inhibition, most hits filed as inhibitors; note: potency is the fitted concentration of half-maximal effect; nearly all actives have a fitted effect of over 70% in size; inactives centre near 23
Target sequence (P83916 whole entry, looked up): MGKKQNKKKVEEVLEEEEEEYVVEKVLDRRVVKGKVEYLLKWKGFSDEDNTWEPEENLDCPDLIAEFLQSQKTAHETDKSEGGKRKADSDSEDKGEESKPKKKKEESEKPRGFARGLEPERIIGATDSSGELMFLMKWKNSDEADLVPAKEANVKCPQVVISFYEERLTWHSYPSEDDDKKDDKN
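Compound inhibition of the preformed complex between 50 nM HP1-beta and 50 nM biotinylated H3K9me3 peptide was read by AlphaScreen. Buffer was PBS pH 7.4 with 0.01% Tween-20. Incubations ran 30 min at room temperature, with 10 ug/mL donor/acceptor beads.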
PGK inhibitor: qHTS Assay to Find Inhibitors of Phosphoglycerate Kinase. Phosphoglycerate kinase, glycosomal (Trypanosoma brucei brucei), P07378. PGK/GAPDH coupled, Kinase-Glo luminescence, 60 min. Potency, µM (top dose mostly 57.5 µM), for inactives: top-dose activity change, negative = inhibition, most hits filed as inhibitors. 380,000 tested, 0.043% active; note: potency is the fitted concentration of half-maximal effect; % is set by controls: 0 for no effect and ±100 for the full control effect; nearly all actives have a fitted effect of over 60% in size
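Recombinant glycosomal PGK reaction used 1,3-bisphosphoglycerate generated in-well by GAPDH (100nM final) in 100mM TEA pH 7.6, 5mM MgCl2, 0.01% Tween-20. After 60 minutes at room temperature, ATP was read by Kinase-Glo Plus luminescence end-point.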
G9a inh: qHTS Assay for Inhibitors of Histone Lysine Methyltransferase G9a; Histone-lysine N-methyltransferase EHMT2 (Homo sapiens), Q96KQ7; G9a H3K9 monomethylation, AlphaScreen, 2 h; Potency, µM (series often up to 102 µM), for inactives: at the top dose activity, negative = inhibition, usual class: inhibitors; 350,000 tested, 8.8% active; AID 504332, 2011; note: potency is the fitted concentration of half-maximal effect; % is set by controls: 0 for no effect and ±100 for the full control effect; nearly all actives have a fitted effect of over 75% in size
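Quantitative HTS format: methyltransferase activity on a biotin-tagged H3K9 peptide is measured by AlphaScreen, using a rabbit anti-monomethyl-H3K9 antibody with streptavidin donor and anti-IgG acceptor beads. Final levels are 20 nM enzyme, 500 nM peptide, 20 uM SAM; 2 h RT.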
* marks the source's active call; other numbers are inactive results; i = inactive; ? = inconclusive; nt = not tested or not shown; [ ] = remark or other dose. Unless noted, calls come from the whole dose curve; as a rule, active = well fitted curve in the direction sought with a large enough effect; inconclusive = small, poorly fitted or top-dose-only effect, or another doubt; inactive = no such curve, though single readings can be large; an effect the other way counts as inactive or inconclusive.

molecule	POLH inh	PGK inhibitor	GLS inhibitor	JMJD2A Tudor inh	G9a inh	BAZ2B inh	HP1b binding inh	PI4K2A block	Pin1 inh
Cc1cc2[nH]c(=O)c(=O)[nH]c2cc1S(=O)(=O)Nc1cccc(Cl)c1C	-4.4%	i	2.8%	-12.7%	16.8%	4.9%	31.1%	-5.6	4.8%
Cc1cccc(NC(=O)CNC(=O)COc2ccc(C(=O)c3ccc(F)cc3)cc2)c1C	?	-1.2%	6.7%	-8.5%	12.7%[59 µM]	4.0%	14.6%	-2.5	0.9%
CCc1ccc(N2C(=O)CSC23C(=O)N(Cc2cccc(F)c2)c2ccccc23)cc1 (stereo not given)	-10.3%	i	-3.2%	-13.4%	10.7%[59 µM]	1.4%	61.1%[activator]	1.7	3.1%
COc1ccc2nc(-c3ccccc3)nc(C3CCCCC3)c2c1	-18.1%	-8.0%	1.4%	35.5%	-9.0%[2.33 µM]	14.1%	85.2%[activator]	-1.3	0.2%
CCOc1ccc(C(=O)N(Cc2ccc(N(C)C)cc2)C2CCS(=O)(=O)C2)cc1 (stereo not given)	-12.0%	-7.9%	24.1%	-25.5%	?	?	-17.3%	-13.0	3.9%
OC(CN1CCCC1)Cn1ccc2ccccc21 (stereo not given)	-13.2%	nt	-2.3%	20µM*	14.1µM*	50.1µM*	23.3%	-0.5	-1.5%
Cc1ccc(-n2c(N)c(C(=O)Nc3ccccc3F)sc2=S)cc1C	-13.3%	-0.3%	-15.8%	?	22.4µM*	?	?	-0.2	-6.0%
COc1ccc(CN(CC(=O)NC2CCCC2)C(=O)CCC(=O)Nc2nc(C)cs2)cc1	10.0%	-3.0%	1.0%	-11.4%	18.3%	-11.4%	-8.1%	-1.2	-4.6%
CC1CCN(C(=O)CSc2n[nH]c(-c3cccs3)n2)CC1	-4.5%	-4.2%	-1.4%	-16.6%	10.8%	0.9%	23.2%	4.6	-1.6%
FC(F)(F)COc1ccc(-c2nnc(SCc3ccccc3)o2)cn1	-13.5%	-4.0%	2.4%	0.7%	nt	5.7%	16.9%	-0.3	-3.8%
COCCN(CC1CCCN(C2Cc3ccccc3C2)C1)C(=O)c1cccc(C)c1 (stereo not given)	-25.5%	4.5%	-1.9%	-8.3%	6.7%	-5.9%	31.7%	-0.3	-3.8%
CC(C)(C)OC(=O)NCC(=O)N1CCC(C(=O)O)CC1	-13.2%	-0.7%	-1.2%	-10.3%	-4.9%	-1.0%	9.6%	-3.3	0.4%
O=C(Cc1ccccc1)N1CCC2(CC1)NCCc1[nH]cnc12	-14.6%	-5.6%	0.2%	11.7%	21.6%[59 µM]	-15.8%	67.0%[activator]	-0.3	-0.7%
COc1ccc(CN(C)C(=O)COC(=O)c2cc([N+](=O)[O-])ccc2N2CCCC2)c(OC)c1OC	-5.3%	6.8%	2.6%	?	nt	nt	10.1%	-0.6	9.6%
O=C(N/N=C\c1ccccc1)c1sccc1-n1cccc1	-16.9%	0.3%	8.8%	-24.4%	nt	?	4.3%	-1.4	-7.9%
COc1ccc(NC2=NC(=S)N(c3cccc(C)c3)C23CCCCC3)cc1	-19.1%	9.0%	-13.0%	-2.7%	9.8%[59 µM]	3.9%	41.5%[activator]	1.8	3.4%
CCOc1ccccc1N(C(=O)Nc1ccc(Cl)cc1)C1=NCCS1	-9.7%	-7.9%	5.7%	4.2%	-41.1%	-3.8%	39.3%[activator]	1.6	-0.3%
CCN(CC(=O)NNC(=O)c1ccccc1)Cc1ccc(OC)c(F)c1	-8.0%	-5.4%	16.1%	4.1%	nt	nt	53.8%[activator]	-1.1	-1.2%
Cc1ccc(N2C(=O)CC3(CCCC3)CC2=O)cc1	0.0%	i	12.1%	-6.9%	-10.0%[12.7 µM]	3.3%	10.2%	5.0	-1.4%
Cc1ccccc1C(=O)NC(NC(=O)c1ccccc1C)c1cccc([N+](=O)[O-])c1	-10.9%	-3.0%	-3.3%	-8.0%	6.7%[59 µM]	7.2%	16.5%	9.8	?
Cc1nn(C)cc1C(C(=O)NC1CCCCC1)N(Cc1ccc(F)cc1)C(=O)c1cnccn1 (stereo not given)	-16.3%	i	-15.3%	-0.3%	-25.9%	nt	44.6%[activator]	-3.2	-2.1%
Cn1cnnc1SCC(=O)NNC(=O)c1ccc([N+](=O)[O-])cc1	-15.0%	-1.3%	28.6%	4.2%	nt	nt	53.4%[activator]	1.4	-8.6%
O=C1CC(c2cccs2)Cc2nc(NC(=O)C3CC3)ncc21 (stereo not given)	-6.7%	i	0.0%	-12.2%	26.0%	-1.0%	13.3%	2.2	-0.8%
Cc1nc2ccccc2c2oc(C(=O)N3CCC(C)CC3)cc12	-2.3%	i	-3.9%	-23.5%	20.4%	-18.5%	19.5%	7.2	0.5%
O=C(CCSc1ccccc1)NC1CCCCCC1	-11.7%	-13.1%	-1.6%	-2.6%	-8.0%	1.6%	23.8%	-1.4	-1.9%
N#CCO/N=C/C(=O)Nc1ccc(F)cc1F	-19.0%	-8.2%	3.6%	-13.2%	27.6%[59 µM]	4.2%	29.8%	-2.1	0.4%
Cc1onc(-c2ccccc2Cl)c1C(=O)Nc1nnc(-c2ccc(Br)cc2)s1	-14.1%	-1.5%	-6.0%	-4.1%	-10.2%[59 µM]	3.5%	28.7%	-11.8	24.4%
Fc1ccc(C2=CC(c3ccco3)n3nnnc3N2)cc1 (stereo not given)	-19.0%	0.6%	10.6%	-14.9%	?	-11.1%	1.2%	5.3	-5.3%
Cc1cc(NC(=O)c2cccc3ccccc23)cc(C)c1OCC(=O)N1CCOCC1	-13.6%	i	-7.1%	2.3%	12.2%	?	20.1%	2.3	2.8%
Cc1ccc(CN2C(=O)CCSc3ccc(Cl)cc32)cc1	-21.9%	-9.8%	8.3%	30.3%	5.4%[2.33 µM]	-1.1%	29.6%	-9.0	-4.8%
COc1ccc(Cl)cc1NC(=O)CN(C)Cc1ccc(OC)c(OC)c1	-27.5%	-11.8%	-17.3%	1.26µM*	4.47µM*	20µM*	39.8µM*	2.2	7.1%
Cc1ccc(OCC(=O)Nc2ccc3nc(SCc4ccccc4)sc3c2)cc1	-2.3%	i	-8.4%	-8.9%	-0.8%[59 µM]	-14.3%	31.0%[activator]	-2.7	3.9%
Cc1cccc(C)c1OCc1nc2ccccc2c(=O)n1/N=C/c1c[nH]c2ccccc12	-23.4%	-0.1%	1.3%	-10.4%	-10.4%	-4.8%	17.0%	-2.9	13.1%
CC1CC(C)CN(C(=O)Cn2c(=O)c3cccn3c3cccnc32)C1 (stereo not given)	-0.3%	-12.2%	-1.7%	-28.2%	nt	-9.4%	31.3%	-4.7	-8.9%
CCN(C(=O)COC(=O)c1cncc(Br)c1)C1CCS(=O)(=O)C1 (stereo not given)	-9.7%	-3.0%	0.5%	-1.4%	-13.6%[59 µM]	-8.3%	29.6%	-21.3	-10.6%
Fc1ccc(Cn2c(SCc3ccc(F)c(C(F)(F)F)c3)nnc2C(F)(F)F)cc1	-20.4%	i	-11.4%	25.5%	67.4%[activator]	16.9%	101.3%[activator]	-1.1	-2.5%
Cc1cc(NCCO)c2cc(O)ccc2n1	-6.7%	-3.0%	41.8%[activator]	-5.1%	?	3.2%	34.3%	-5.5	0.1%
Cc1ccc(/C=N/N2CCN(c3ccccn3)CC2)o1	-6.0%	-0.3%	28.9%	-17.6%	-46.7%	-26.9%	47.2%[activator]	-8.8	4.7%
COCc1c(C(N)=O)nnn1-c1nonc1N	-3.1%	-4.6%[11.5 µM]	-2.8%	-7.7%	-34.0%[0.0925 µM]	2.9%	50.3%[activator]	-5.0	-0.1%
CCCc1cc(C(=O)Nc2cc(Br)ccc2O)no1	8.1%	-0.4%	3.0%	-14.1%	8.5%[59 µM]	-4.5%	14.0%	-2.1	18.2%
NNc1nc2sc3c(c2c(=O)n1-c1ccccc1)CCCC3	-14.0%	-10.4%	1.2%	-27.5%	50.1µM*	-5.9%	6.1%	-1.9	0.3%
O=C1CC(C(=O)Nc2ccccc2)C2(CCCCC2)O1 (stereo not given)	-14.6%	-1.2%	0.4%	16.4%[11.4 µM]	22.5%	-2.0%	4.1%	1.2	-0.4%
CC(C)[C@H](NC(=O)[C@@H]1CSC2c3ccccc3C(=O)N21)C(=O)NC1CCCC1 (stereo not given in full)	-7.5%	-8.4%	-0.3%	3.5%	10.7%	-1.7%	37.2%	-2.7	0.2%
COc1ccccc1/C=C\C=N\n1c(-c2ccc(Cl)cc2)n[nH]c1=S	?	-4.3%	-4.6%	-31.2%	4.47µM*	-10.5%	-16.1%	2.5	8.0%
CN(C)c1nc(=NCc2ccco2)ss1	-20.0%	-3.0%	?	-3.5%	nt	-18.9%	15.4%	1.0	-3.1%

From PubChem

A portion of the library; the hit share may differ from the screen's.
